rTrxR1 inhibitor – inhibitors of rat thioredoxin reductase 1; recombinant rTrxR1, NADPH fluorescence consumption, selenite substrate; Potency, µM (highest dose often 114 µM), without a hit: top-dose activity change, negative = inhibition, usual class: inhibitors; AID 588453; 1% of 390,000 active; O89049; also: potency is read from the fitted curve at half-maximal effect; % is scaled to controls: 0 for no effect and ±100 for the full control effect; nearly all actives have a fitted effect of over 65% in size
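Rat TrxR1 (90 nM in the dispensed reagent) was pre-reduced with 400 uM NADPH for 5 min at room temperature, then incubated with compound for 15 min. After 400 uM selenite was added, NADPH fluorescence (Ex 340/Em 450 nm) was followed for 8 min.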
D2 ag – agonists of human D2 dopamine receptor; 0.53% of 340,000 active; activation, % at 2 µM; AID 485358; P14416; HEK293 T-REx D2 cells, calcium flux agonist mode;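 active = activation over 3 SD above normal in the single-dose calcium agonist read, cut at about 30% in these data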; also: 0% is about no effect
Target sequence (P14416 whole entry, looked up): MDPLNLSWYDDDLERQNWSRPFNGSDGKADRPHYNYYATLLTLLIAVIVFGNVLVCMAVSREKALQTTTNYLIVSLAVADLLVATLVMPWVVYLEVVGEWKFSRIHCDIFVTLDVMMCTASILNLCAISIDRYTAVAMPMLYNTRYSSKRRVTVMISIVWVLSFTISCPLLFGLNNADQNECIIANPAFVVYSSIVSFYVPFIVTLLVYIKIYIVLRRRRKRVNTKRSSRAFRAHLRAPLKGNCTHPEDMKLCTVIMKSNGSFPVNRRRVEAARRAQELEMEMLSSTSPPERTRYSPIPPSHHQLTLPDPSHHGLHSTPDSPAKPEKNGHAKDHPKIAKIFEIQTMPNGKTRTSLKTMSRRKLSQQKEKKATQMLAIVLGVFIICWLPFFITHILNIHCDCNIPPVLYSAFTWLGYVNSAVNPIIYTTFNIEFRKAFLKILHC
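In this primary screen, compounds producing a positive calcium signal within 180 s of addition to tetracycline-induced, force-coupled HEK293 Trex D2 cells are flagged; cells are dye-loaded with a no-wash calcium kit beforehand.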
D2 antagonist – D2 dopamine receptor (human) antagonism | inhibition, % at 10 µM | P14416 | HEK293 TREx D2 cells, calcium flux, dopamine EC80 | 2% of 340,000 active; in the data active = inhibition above about 30%; also: 0% is about no effect
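Cells plated overnight at 30 C with tetracycline; no-wash calcium dye, 30–90 min RT; 10 s baseline; compound pinned; 180 s read; EC80 dopamine added; another 180 s read.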
IDH1 R132H inh – blocks human mutant IDH1 R132H enzyme; O75874; IDH1-R132H enzyme, NADPH consumption, diaphorase/resazurin fluorescence; Potency, µM (series often up to 76.6 µM), for inactives: at the highest dose activity change, negative = inhibition, actives largely listed as inhibitors; 0.093% of 390,000 active; also: potency is read from the fitted curve at half-maximal effect; % is scaled to controls: 0 for no effect and ±100 for the full control effect; nearly all actives have a fitted effect of over 65% in size
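IDH1-R132H (0.5 ug/mL) preincubated 30 min with compound, then NADPH (0.016 mM) and alpha-KG (2 mM) added; 80 min at RT, pH 7.5. Remaining NADPH coupled via diaphorase/resazurin to fluorescence (540/590 nm); concentration-response curves normalized to no-enzyme control.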
TRHR enhancer – TRH receptor (human) allosteric enhancement. P34981. TRHR cells, fluo-8 calcium fluorescence, EC20 TRH enhancement. enhancement, % at 2 µM. 0.66% of 360,000 active; in the data active = enhancement above about 30%; also: 0% is about no effect
Target sequence (P34981 whole entry, looked up): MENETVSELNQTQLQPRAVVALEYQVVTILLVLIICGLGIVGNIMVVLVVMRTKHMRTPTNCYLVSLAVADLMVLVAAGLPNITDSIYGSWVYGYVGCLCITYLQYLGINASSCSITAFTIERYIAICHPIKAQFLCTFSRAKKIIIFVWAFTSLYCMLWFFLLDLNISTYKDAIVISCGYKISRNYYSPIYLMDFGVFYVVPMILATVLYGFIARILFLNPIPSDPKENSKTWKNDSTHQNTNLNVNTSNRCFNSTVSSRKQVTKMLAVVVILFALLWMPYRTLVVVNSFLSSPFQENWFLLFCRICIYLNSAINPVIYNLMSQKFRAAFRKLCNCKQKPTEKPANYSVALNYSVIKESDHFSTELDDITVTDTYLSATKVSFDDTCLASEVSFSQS
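Enhancer read-out: after compound pinning and an initial kinetic agonist-mode read, an EC20 of TRH (10 nM final) was injected and fluo-8 calcium signal (Ex 480/Em 530) followed at 1 s/cycle for 100 cycles in TRHR-expressing cells.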
Pin1 inh – inhibitors of human Pin1 | Potency, µM (series often up to 115 µM), for the others: top-dose activity, negative = inhibition, most hits filed as inhibitors | 0.009% of 390,000 active | Pin1 FP peptide displacement, HiFluor488, 10 min; active = well fitted inhibition curve with a large enough effect in the polarisation, with a control signal flat, not every such curve was filed as active; inconclusive = small, poorly fitted or top-dose-only effect, or effect the other way, or a change in a side signal; inactive = no such curve, though single readings can be large or run the other way; the % refers to the polarisation; also: potency is read from the fitted curve at half-maximal effect; % is scaled to controls: 0 for no effect and ±100 for the full control effect
USP1 inh – blocks the human USP1/UAF1 deubiquitinase complex; O94782; 0.23% of 390,000 active; Potency, µM (doses to about 57.1 µM), inactives show at the top dose activity change, negative = inhibition, actives largely listed as inhibitors; recombinant USP1/UAF1, Ub-Rhodamine cleavage fluorescence; also: potency is read from the fitted curve at half-maximal effect; % is scaled to controls: 0 for no effect and ±100 for the full control effect; nearly all actives have a fitted effect of over 60% in size; inactives centre near -12
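1 nM enzyme complex + cpd, 15 min RT; start with Ub-Rho 150nM final; kinetic fluorescence ex 480/em 540, 6 reads q60 s. Buffer 50mM HEPES pH 7.8, 0.5mM EDTA, 0.1 mg/ml BSA, 1mM TCEP, 0.01% Tween-20.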
TRHR ag – activates the human TRH receptor; TRHR cells, calcium flux fluo-8, FDSS agonist mode; 0.18% of 360,000 active; activation, % at 2 µM; in the data active = activation above about 30%; also: 0% is about no effect
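Fluo-8-loaded TRHR cells; 10 s baseline, compound added, kinetic Ca2+ fluorescence read 1/s, agonist mode.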
TrxR1 substrate – is turned over as a substrate by rat TrxR1. O89049. purified TrxR1 substrate turnover, NADPH consumption readout. Potency, µM (highest dose often 114 µM), for the others: at the top dose activity change, negative = substrate turnover. 0.01% of 390,000 active. AID 588456; also: potency is read from the fitted curve at half-maximal effect; % is scaled to controls: 0 for no effect and ±100 for the full control effect; nearly all actives have a fitted effect of over 50% in size
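Rat TrxR1, dispensed at 90 nM, was prereduced with 400 uM NADPH (final) for 5 min at ~22 deg C, then incubated with compound 15 min before 400 uM selenite. A first-read NADPH fluorescence drop versus no-compound background flagged substrates.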
Starred values were filed as active, the others as inactive; & = joins results of further samples; [ ] = remark or other dose. Unless noted, calls follow the shape of the dose curve; as a rule, active = well fitted inhibition curve with a large enough effect; inconclusive = small, poorly fitted or top-dose-only effect; inactive = no such curve, though single readings can be large or run the other way. The list is partial. The share of hits here may be higher or lower than overall.

Screening CCN(C[C@H]1N[C@@](CC)(C(=O)OC)[C@H]2C(=O)N(C)C(=O)[C@@H]12)S(=O)(=O)c1ccc(OC)cc1 returned rTrxR1 inhibitor 2%, IDH1 R132H inh 8%, Pin1 inh -3%, USP1 inh -17% and TrxR1 substrate 0%.
`COc1cc2c(cc1OC)C(c1cccc(Br)c1)CC(=O)N2` (centres undefined) gave rTrxR1 inhibitor 21%, D2 ag -0.5, D2 antagonist 8, IDH1 R132H inh 4%, TRHR enhancer -5, Pin1 inh 0%, USP1 inh -24%, TRHR ag 1.2 and TrxR1 substrate 4%.
Screening CC(C)NS(=O)(=O)c1ccc(NC(=O)CCc2ccccc2)cc1 returned rTrxR1 inhibitor -5%, D2 ag 0.1, D2 antagonist 5, IDH1 R132H inh 10%, TRHR enhancer 2, Pin1 inh 1%, USP1 inh -4%, TRHR ag 0.6 and TrxR1 substrate -2%.
For CCOC(=O)c1ccc(NC(=O)N2C3CCCC2CC(NC(C)=O)C3)cc1 (centres undefined) the results were rTrxR1 inhibitor 13%, D2 ag 1.3, D2 antagonist -8, IDH1 R132H inh 2%, TRHR enhancer 7, Pin1 inh 5%, USP1 inh -17%, TRHR ag 1.0 and TrxR1 substrate 5%.
`Cc1oc2c(c(C)cc3oc(=O)c(CC(=O)N[C@H](C(=O)O)C(C)C)c(C)c32)c1C` gave rTrxR1 inhibitor -9%, D2 ag 0.3, D2 antagonist -5, IDH1 R132H inh 12%, TRHR enhancer -2, Pin1 inh 3%, USP1 inh 1%, TRHR ag -0.6 and TrxR1 substrate 20%.
`Nc1nonc1-c1noc(CCCCCN2C(=O)c3ccccc3C2=O)n1` gave rTrxR1 inhibitor 6%, D2 ag 0.0, D2 antagonist 5, IDH1 R132H inh 2%, TRHR enhancer -5, Pin1 inh 8%, USP1 inh -21%, TRHR ag -0.8 and TrxR1 substrate -2%.
CN=C(Nc1ccc(Cl)cc1)c1ccc(C(F)(F)F)cc1 was read as rTrxR1 inhibitor -10%, D2 ag -0.8, D2 antagonist 12, IDH1 R132H inh -1%, TRHR enhancer 0, Pin1 inh 1%, USP1 inh -23%, TRHR ag -0.5 and TrxR1 substrate -12%.
Screening COc1ccc(OC)c2sc(N3CCN(c4ccccc4)CC3)nc12 returned rTrxR1 inhibitor 24%[57.1 µM], IDH1 R132H inh 4%, Pin1 inh -4%, USP1 inh inconclusive and TrxR1 substrate 1%[57.1 µM].
Screening CC1CCC(C(C)C)C(OC(=O)Cn2c(-c3ccccc3)[n+](C)c3ccccc32)C1 (centres undefined) returned rTrxR1 inhibitor -15%&6%, D2 ag -0.2&-1.3, D2 antagonist -9&17, IDH1 R132H inh 8%&-5%, TRHR enhancer 1&-2, Pin1 inh 5%&0%, USP1 inh -4%&-7%, TRHR ag -0.1&0.5 and TrxR1 substrate -8%&0%.
For COc1ccc(-c2cc(C3CC3)nc(SCC(=O)c3cccs3)c2C#N)cc1 the results were rTrxR1 inhibitor -3%, D2 ag 3.0, D2 antagonist 12, IDH1 R132H inh 2%, TRHR enhancer 24, Pin1 inh inconclusive, USP1 inh -23%, TRHR ag 4.1 and TrxR1 substrate -7%.
`NC(=O)c1ccccc1NC(=O)c1ccccc1F` gave rTrxR1 inhibitor 13%, D2 ag -0.4, D2 antagonist -23, IDH1 R132H inh 9%, TRHR enhancer 3, Pin1 inh 1%, USP1 inh 9%, TRHR ag 0.1 and TrxR1 substrate 2%.
Screening O=C(O)CSc1ccccn1 returned rTrxR1 inhibitor 23%[57.1 µM], D2 ag -0.1, D2 antagonist 9, IDH1 R132H inh 1%, TRHR enhancer -2, Pin1 inh 9%, USP1 inh -20%, TRHR ag -0.4 and TrxR1 substrate -4%.
`COc1ccc(Cl)cc1N(CC(=O)N/N=C/c1ccc(OC(C)C)cc1)S(=O)(=O)c1ccc(C)c([N+](=O)[O-])c1` gave rTrxR1 inhibitor -2%, D2 ag 0.2, D2 antagonist -1, IDH1 R132H inh -1%, TRHR enhancer -1, Pin1 inh 2%, USP1 inh -7%, TRHR ag -0.1 and TrxR1 substrate -2%.
COc1ccc(OC)c(NC(=O)CSc2nc(=O)n(CCN3CCOCC3)c3c2CCCC3)c1 was read as rTrxR1 inhibitor 5%[57.1 µM], D2 ag 0.2, D2 antagonist 26, IDH1 R132H inh -5%, TRHR enhancer -23, Pin1 inh -2%, USP1 inh -16%, TRHR ag -0.2 and TrxR1 substrate 4%[57.1 µM].
`N#CC1=C(S)N(c2ccccc2)C(c2ccc(-c3ccccc3Cl)o2)NC1=O` (centres undefined) gave rTrxR1 inhibitor inconclusive, D2 ag -0.6, D2 antagonist -1, IDH1 R132H inh inconclusive, TRHR enhancer 3, Pin1 inh -8%, USP1 inh -12%, TRHR ag 0.0 and TrxR1 substrate -9%.

Reprinted from the part before: two compounds, followed by the next part.
COc1ccc(OC)c(NC(=O)CSc2nc(=O)n(CCN3CCOCC3)c3c2CCCC3)c1 was read as rTrxR1 inhibitor 5%[57.1 µM], D2 ag 0.2, D2 antagonist 26, IDH1 R132H inh -5%, TRHR enhancer -23, Pin1 inh -2%, USP1 inh -16%, TRHR ag -0.2 and TrxR1 substrate 4%[57.1 µM].
`N#CC1=C(S)N(c2ccccc2)C(c2ccc(-c3ccccc3Cl)o2)NC1=O` (centres undefined) gave rTrxR1 inhibitor inconclusive, D2 ag -0.6, D2 antagonist -1, IDH1 R132H inh inconclusive, TRHR enhancer 3, Pin1 inh -8%, USP1 inh -12%, TRHR ag 0.0 and TrxR1 substrate -9%.
For COc1ccc(C(=O)NCC(=O)N/N=C(\C)c2ccco2)cc1OC the results were rTrxR1 inhibitor -4%[57.1 µM], D2 ag 0.4, D2 antagonist -5, IDH1 R132H inh 3%, TRHR enhancer -4, Pin1 inh 5%, USP1 inh -17%, TRHR ag -0.1 and TrxR1 substrate -3%[57.1 µM].
For CCCNC(=O)c1ccccc1NC(=O)C1=CSCCO1 the results were rTrxR1 inhibitor 34%, D2 ag 0.3, D2 antagonist 6, IDH1 R132H inh 4%, TRHR enhancer -2, Pin1 inh 5%, USP1 inh -10%, TRHR ag -0.5 and TrxR1 substrate 5%.
Screening Cc1ccc(NC(=O)CCNC(=O)c2ccc(Cl)cc2)cc1F returned rTrxR1 inhibitor -14%, D2 ag 0.0, D2 antagonist 16, IDH1 R132H inh -2%, TRHR enhancer -5, Pin1 inh -3%, USP1 inh -26%, TRHR ag -0.6 and TrxR1 substrate -11%.
`C/C(=N\NC(=O)c1ccc(N2CCCC2=O)cc1)c1ccccc1` gave rTrxR1 inhibitor -2%[57.1 µM], D2 ag 0.3, D2 antagonist 7, IDH1 R132H inh -10%, TRHR enhancer -6, Pin1 inh -8%, USP1 inh -20%, TRHR ag -0.3 and TrxR1 substrate -2%[57.1 µM].
Cc1ccc(N2CCN(C(=O)c3cccn4c(=O)c5ccc(Cl)cc5nc34)CC2C)cc1 (centres undefined) was read as rTrxR1 inhibitor 18%[57.1 µM], D2 ag 0.5, IDH1 R132H inh 8%, TRHR enhancer 6, Pin1 inh 0%, USP1 inh inconclusive, TRHR ag 0.2 and TrxR1 substrate 2%[57.1 µM].
`C=CCNC(=S)NNC(=O)CCC(O)COCCC(C)C` (centres undefined) gave rTrxR1 inhibitor 14%[57.1 µM], D2 ag 0.9, D2 antagonist 4, IDH1 R132H inh -4%, TRHR enhancer 21, Pin1 inh 2%, USP1 inh -8%, TRHR ag 0.7 and TrxR1 substrate 6%.
COC(=O)C[C@H]1c2cc(F)ccc2S(=O)(=O)N1c1ccccc1 was read as rTrxR1 inhibitor 5%&14%, IDH1 R132H inh 3%, Pin1 inh 6%, USP1 inh 8% and TrxR1 substrate 1%&8%.

A draw from above in order of SMILES length, descending:
`C/C(=N\NC(=O)c1ccc(N2CCCC2=O)cc1)c1ccccc1` gave rTrxR1 inhibitor -2%[57.1 µM], D2 ag 0.3, D2 antagonist 7, IDH1 R132H inh -10%, TRHR enhancer -6, Pin1 inh -8%, USP1 inh -20%, TRHR ag -0.3 and TrxR1 substrate -2%[57.1 µM].
Screening Cc1ccc(NC(=O)CCNC(=O)c2ccc(Cl)cc2)cc1F returned rTrxR1 inhibitor -14%, D2 ag 0.0, D2 antagonist 16, IDH1 R132H inh -2%, TRHR enhancer -5, Pin1 inh -3%, USP1 inh -26%, TRHR ag -0.6 and TrxR1 substrate -11%.
For CCCNC(=O)c1ccccc1NC(=O)C1=CSCCO1 the results were rTrxR1 inhibitor 34%, D2 ag 0.3, D2 antagonist 6, IDH1 R132H inh 4%, TRHR enhancer -2, Pin1 inh 5%, USP1 inh -10%, TRHR ag -0.5 and TrxR1 substrate 5%.

Screening data as filed in PubChem.
